Source: PubChem (The Scripps Research Institute Molecular Screening Center)
TbREL1 inh: TbREL1 RNA ligase inhibitors, primary screen, biochemical, FRET fluorescence; actives 0.49% (n = 89,000); RNA-editing ligase 1, mitochondrial (Trypanosoma brucei brucei), P86926; inhibition, % at 9.66 µM; TbREL1 RNA ligation;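 active means inhibition above the mean inhibition across all screened compounds plus 3 SD, cut at about 11% in these data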;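 further: 0% = plate median of test wells and 100% = NSC42067 control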
Target sequence (P86926 whole entry, looked up): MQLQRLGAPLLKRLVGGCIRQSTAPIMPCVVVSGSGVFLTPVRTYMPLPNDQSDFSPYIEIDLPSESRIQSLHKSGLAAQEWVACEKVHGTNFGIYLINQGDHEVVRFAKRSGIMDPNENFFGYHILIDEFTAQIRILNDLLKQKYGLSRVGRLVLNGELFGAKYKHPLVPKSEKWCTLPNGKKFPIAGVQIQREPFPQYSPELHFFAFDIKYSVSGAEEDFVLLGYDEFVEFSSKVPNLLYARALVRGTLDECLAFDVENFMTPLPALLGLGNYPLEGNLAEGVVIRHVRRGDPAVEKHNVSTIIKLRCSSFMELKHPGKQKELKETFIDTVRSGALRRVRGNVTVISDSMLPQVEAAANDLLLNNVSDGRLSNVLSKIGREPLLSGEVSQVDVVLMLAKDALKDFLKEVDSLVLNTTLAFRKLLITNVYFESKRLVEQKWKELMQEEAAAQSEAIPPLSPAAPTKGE
Starred values were filed as active, the others as inactive.

TbREL1 inh	SMILES
-4	Cc1c(C(=O)NCCC#N)sc(=O)n1Cc1ccccc1F
1	CC(C)(C)[C@H]1CCC(=O)N([C@H](CN=[N+]=[N-])Cc2ccccc2)CC1
-1	N#Cc1ccccc1NC(=O)c1cccc(COc2ccc(Cl)cc2Cl)c1
4	C[C@H](CO)N1C[C@H](C)[C@@H](CN(C)Cc2cccc(O)c2)OCc2cnnn2CCCC1=O
-2	CCc1cccc(OCC(=O)Nc2ccc(S(=O)(=O)Nc3onc(C)c3C)cc2)c1
-1	CC(=O)Nc1nonc1-c1nc2ccccc2n1Cc1ccccc1
7	COc1cc(Cc2nccc3cc(OC)c(OC)cc23)c(NC(C)=O)cc1OC
-1	COc1ccccc1NC(=O)CN1CCN(CC(=O)Nc2cc(NC(C)=O)ccc2OC)CC1
-4	O=C(NCCC1=CCCCC1)C1CCN(S(=O)(=O)c2ccccc2[N+](=O)[O-])CC1
2	CCOc1ccccc1C(=O)NCC(=O)N(C)Cc1cccnc1
1	CCCNC(=O)C1CCN(S(=O)(=O)c2ccc(-c3nn[nH]n3)cc2)CC1
7	C/C(Cn1cnc([N+](=O)[O-])n1)=N\NC(=O)c1cccnc1
-3	CC(C)(C)OC(=O)NCCCCCNC(=O)c1nc[nH]c1C(=O)N1CCN(C(=O)OC(C)(C)C)CC1
8	CSc1ccc(/C=C/C(=O)OCC(=O)NC2CCS(=O)(=O)C2)cc1 (stereo not drawn)
0	Cc1ccc2nc(C(O)C(O)c3nc4ccc(C)cc4[nH]3)[nH]c2c1 (stereo not drawn)
0	COc1ccc(C(=O)CSc2nnc(-c3cnccn3)n2-c2ccc(C)cc2)cc1

Gathered by group: the entries above with a halogen
TbREL1 inh	SMILES
-4	Cc1c(C(=O)NCCC#N)sc(=O)n1Cc1ccccc1F
-1	N#Cc1ccccc1NC(=O)c1cccc(COc2ccc(Cl)cc2Cl)c1

Further records follow:
TbREL1 inh	SMILES
0	O=C1c2ccccc2N2C(=O)c3ccccc3[C@H]2N1c1ccccc1
0	CC1Cc2ccccc2N1C(=O)Cn1c(=O)oc2cc(S(=O)(=O)NC3CCCC3)ccc21 (stereo not drawn)
0	CN(CC(=O)NC1CCCCCCC1)S(=O)(=O)c1cccc2cccnc12
-1	S=C1NC2(CCCCC2)Cc2ccccc21
3	CCOc1ccc(NC(=O)CSc2nnc(C3CC3)n2C)cc1S(=O)(=O)N1CCCCC1
-6	C/C(CC(=O)Nc1ccc(N(C)C)cc1)=N\NC(=O)c1ccc(Cl)cc1Cl
-2	O=C(Nc1ccccc1C(=O)NCc1ccccc1)c1ccccc1Br
2	CC(Sc1nnc(Cn2c(=O)sc3ccccc32)n1C)c1ccccc1 (stereo not drawn)
0	Cc1ccc2c(=O)n3c(nc2c1)C(CC(C)C)NC(=O)c1ccc(Cl)cc1-3 (stereo not drawn)
4	CCOc1ccc(N2C(=O)CC(n3nc(C)cc3C)C2=O)cc1 (stereo not drawn)
6	CCCN(CC(=O)Nc1ccc(NC(C)=O)cc1)CC(=O)Nc1ccc(F)c(F)c1F
-5	N#Cc1ccc(NC(=O)CSc2cn[nH]n2)cc1
1	O=C(NC1=NCCS1)c1cccc(NC(=O)c2ccco2)c1
1	C/C=C/COc1nc2c(c(=O)n(C)c(=O)n2C)n1C
4	COc1ccc(-n2c(SCC(=O)Nc3ccccc3)nnc2-c2ccc(NS(=O)(=O)c3ccc(C)cc3)cc2)cc1
-2	CN(C)c1ccc(C(=O)N2CC(=O)N(CCc3ccccc3)C(=O)C2)cc1
1	CNC(=O)c1nnc(Cc2ccc(Cl)cc2)o1
0	Cc1n[nH]c(=O)n1-c1ccc(Oc2ccccc2)cc1
4	CCCn1c(CCC(=O)Nc2ccccc2Cc2ccccc2)nc2cc(S(=O)(=O)N3CCOCC3)ccc21
-2	CCCc1nc2c(Cl)cc(C(F)(F)F)cn2c1Cc1ccc(OC)cc1C
-2	FC(F)(F)Oc1cccc(Cn2ccc3ccc(-c4ccc5ccn(Cc6cccc(OC(F)(F)F)c6)c5c4)cc32)c1
0	COc1cccc(CNC(=O)CCC2CCCN(C(=O)CCc3c(C)noc3C)C2)c1 (stereo not drawn)
-2	CC(=O)N1N=C(c2ccccc2)OC1c1cccnc1 (stereo not drawn)
0	COCc1c(C(=O)N/N=C(/C)c2ccccc2)nnn1-c1nonc1N
-1	CCCc1cc(=O)[nH]c(Nc2cc(OC)ccc2OC)n1
-7	COCc1cc(N2CCN(C(=O)OC(C)(C)C)C[C@H]2C)ccc1N1CCS(=O)(=O)CC1
4	O=c1c2ccc(Cl)cc2nc(-c2cccc(C(F)(F)F)c2)n1O
-2	CCOC(=O)c1ccc(NC(=O)CSc2nc(N)c(NC(=O)c3ccc(Br)o3)c(=O)[nH]2)cc1
-3	NC(=O)c1ccc(NC(=O)COC(=O)CCCc2c[nH]c3ccccc23)cc1
1	O=S(=O)(c1ccccc1)c1nc(Nc2cccc(O)c2)sc1Cl
-6	Cc1ccccc1N(C)C(=O)CN1CCN(c2nc(-c3ccccc3)cs2)CC1
-3	Cc1cc(C)c2sc(NNC(=O)C3COc4ccccc4O3)nc2c1 (stereo not drawn)
5	COc1cccc(NC(=O)CSc2nnc(Cn3c(=O)sc4ccccc43)n2C)c1
1	CC(NC(=O)c1ccco1)C(=O)N1CC=C(c2ccccc2)CC1 (stereo not drawn)
1	COc1ccccc1/C=N/N(C(C)=O)c1nc(-c2ccc(F)cc2)cs1
-4	Cn1ccsc1=NC(=O)c1ccc(=O)[nH]c1
1	Cc1ccccc1CNC(=O)CCc1ccccc1
-8	S=C(NCc1ccc2c(c1)OCO2)NC1CCN(Cc2ccccc2)CC1
0	CCCN1CCCCC(NC(=O)c2ccc3ccccc3c2)C1=O (stereo not drawn)
1	c1ccc(CSc2nnc(-c3sccc3-n3cccc3)o2)cc1
0	O=C(Nc1ccc(-c2csc(Nc3cccc(C(F)(F)F)c3)n2)cc1)c1cccc(C(F)(F)F)c1
0	CCN(CC)c1nc(C)c(C(C)=O)cc1C#N
2	CCOC(=O)C1C(=O)C=C(c2ccccc2)CC1c1ccccc1 (stereo not drawn)
2	Cc1cc(NC(=O)Cc2cn(C)c3ccccc23)ccc1Oc1cccnc1
1	Cc1ccc(S(=O)(=O)N2C[C@H]3C(=O)C[C@@H]4C(=O)N(c5ccccc5)C(=O)[C@@H]4[C@@H]3C[C@@H]2c2ccccc2)cc1
-2	CCCN(CC(=O)Nc1ccc(F)c(F)c1F)C(=O)c1cc(S(=O)(=O)N(C)C)ccc1N1CCCC1
4	O=C(CCN1CCc2ccccc2C(c2ccccc2)C1)c1ccc2c(c1)OCCO2 (stereo not drawn)
1	COc1ccc(CNC(=O)c2ccc(CS(=O)(=O)c3ccc(Br)cc3)o2)cc1
-1	Cc1ccc(NC(=O)CCc2nnc3ccc(N4CCOCC4)nn23)cc1C
7	C/C(=C1\SC(N2CCOCC2)=NC1=O)c1ccc(C)cc1
-1	c1cc2ccn(CC3CC3)c2cc1-c1ccc2ccn(CC3CC3)c2c1
-5	C/C(=C\c1ccccc1)C(=O)Nc1ccc(S(=O)(=O)Nc2ncccn2)cc1
-1	COc1ccc([N+](=O)[O-])cc1NC(=O)COC(=O)c1ccccc1O
-1	O=C(Nc1ccc(F)cc1)c1nc[nH]c1C(=O)Nc1ccccc1[N+](=O)[O-]
-4	NC(=O)c1ncn([C@@H]2O[C@H](CNCc3cccc(OC4CCCC4)c3)[C@@H](O)[C@H]2O)n1
-1	Cc1cccc(N(C)c2ncnc3onc(-c4ccc(F)cc4)c23)c1C

(cont.)
TbREL1 inh	SMILES
0	COc1ccc(C)cc1NC(=O)CC(O)(C(F)(F)F)C(F)(F)F
7	CCCc1nc(SCc2ccc(Cl)cc2Cl)n[nH]1
0	COc1cccc(CNC(=O)CCC2CCCN(C(=O)c3ccoc3)C2)c1 (stereo not drawn)
-1	O=S(=O)(c1ccc(Br)cc1Cl)N1CCN(CCO)CC1
0	CCC(CC)NC(=O)Cn1c(C(C)NC(C)=O)nc2ccccc21 (stereo not drawn)
2	O=C(O)c1cc(CN2CCOCC2)oc1-c1ccccc1
5	O=C(CSc1nc2[nH]ncc2c(=O)n1-c1ccccc1)NCCc1ccccc1
4	O=C(NC1CC1)c1cccc(NC(=O)C2CCN(S(=O)(=O)c3cccc(C(F)(F)F)c3)CC2)c1

Molecules from the list above that have a cyano group (four):
TbREL1 inh	SMILES
-4	Cc1c(C(=O)NCCC#N)sc(=O)n1Cc1ccccc1F
-1	N#Cc1ccccc1NC(=O)c1cccc(COc2ccc(Cl)cc2Cl)c1
-5	N#Cc1ccc(NC(=O)CSc2cn[nH]n2)cc1
0	CCN(CC)c1nc(C)c(C(C)=O)cc1C#N

Returning to the listing with the seven entries that preceded the break.
TbREL1 inh	SMILES
7	CCCc1nc(SCc2ccc(Cl)cc2Cl)n[nH]1
0	COc1cccc(CNC(=O)CCC2CCCN(C(=O)c3ccoc3)C2)c1 (stereo not drawn)
-1	O=S(=O)(c1ccc(Br)cc1Cl)N1CCN(CCO)CC1
0	CCC(CC)NC(=O)Cn1c(C(C)NC(C)=O)nc2ccccc21 (stereo not drawn)
2	O=C(O)c1cc(CN2CCOCC2)oc1-c1ccccc1
5	O=C(CSc1nc2[nH]ncc2c(=O)n1-c1ccccc1)NCCc1ccccc1
4	O=C(NC1CC1)c1cccc(NC(=O)C2CCN(S(=O)(=O)c3cccc(C(F)(F)F)c3)CC2)c1
1	O=c1c2ccsc2ncn1Cc1cccc(C(F)(F)F)c1
-2	COc1ccc([C@H]2CC(=O)C=C(c3cc(F)ccc3OC)C2)cc1
-2	O=C(CN(c1ccccc1)S(=O)(=O)c1ccccc1)N/N=C/c1ccco1
2	COCCNC(=O)C(c1ccc(F)cc1)N(CC1CCCO1)C(=O)CCC(=O)Nc1ccccn1 (stereo not drawn)
-3	Cc1ccc(NC(=O)CSc2nnnn2C)cc1S(=O)(=O)N1CCCCC1
-3	O=[N+]([O-])c1nn(-c2ccc3c(c2)OCCO3)n(O)c1=NC1CCCCC1
0	N/C(=N\OC(=O)/C=C/c1ccccc1Cl)c1cccnc1
-1	CCOc1ccc(Cl)cc1S(=O)(=O)N1CCN(c2ccc(C)c(C)c2)CC1
5	COC(=O)CC1(C(=O)OC)Oc2ccc(Br)cc2C(=O)N1c1cccc(Cl)c1Cl (stereo not drawn)
-1	COc1ccc(NC(=O)c2cccc(NC(=O)C(C)C)c2)c([N+](=O)[O-])c1
1	CCOC(=O)c1cn(CC2CC2)c2cc(F)c(F)cc2c1=O
2	COc1ccc(-c2noc(C3CCCN(C(=O)Nc4ccc(C)c(F)c4)C3)n2)cc1 (stereo not drawn)
-2	O=C(NCc1cccs1)C1CCCN1S(=O)(=O)c1ccccc1F (stereo not drawn)
-5	O=C(CN1CCN(c2nc(-c3ccccc3)cs2)CC1)Nc1ccc(F)cc1F
-8	COCc1ccc(C(=O)N2CCCC(Nc3ccc4c(c3)OCCO4)C2)o1 (stereo not drawn)
-2	C[C@H](CO)N1C[C@H](C)[C@@H](CN(C)S(=O)(=O)c2ccc(F)cc2)Oc2c(NC(=O)Nc3ccc4c(c3)OCO4)cccc2C1=O
2	O=C(Oc1ccc2ccc(=O)oc2c1)c1ccco1
1	CCOc1ccccc1N(C(=O)c1ccccc1Cl)C1=NC(C)(C)CS1
-3	COc1ccc(-c2sc3ccc(N4CCOCC4)cc3c2C#CCO)cc1
0	O=C(NCc1ccncc1)C1CCN(C(=O)c2cccc(Cl)c2)CC1
5	CCCCC[C@H]1CN(CCCC)C(=O)[C@@H]1CC(=O)NCc1ccc(OC)cc1
4	CC1=C(C(=O)Nc2nc3ccccc3s2)C(c2ccco2)C(C#N)=C(SCC(=O)NC2CCCCC2)N1 (stereo not drawn)
1	COC(=O)CCc1nc2cc(Cl)ccc2n(Cc2ccccc2)c1=O
5	CNc1ccc(S(=O)(=O)NCC(=O)OC(C)C(=O)N(C)Cc2ccccc2)cc1[N+](=O)[O-] (stereo not drawn)
2	CC(C)NC(=O)NC1C2CC3CC(C2)CC1C3 (stereo not drawn)
-1	CCN1C/C(=C/c2cccc([N+](=O)[O-])c2)C(=O)/C(=C/c2cccc([N+](=O)[O-])c2)C1
2	N#CCCN(C(=O)COC(=O)c1cc(=O)c2ccccc2o1)c1ccccc1
1	COCCn1c(SCC(=O)Nc2cc(C(C)(C)C)nn2-c2ccccc2)nc2ccccc2c1=O
2	CNC(=S)N1CCC(NC(=O)C23CC4CC(CC(C4)C2)C3)CC1
-2	COc1nccnc1NS(=O)(=O)c1ccc(N/C=C2\CCCCC2=O)cc1
-5	Cc1cc(=O)oc2cc(OCC(=O)Nc3ccc(S(=O)(=O)N(C)C)cc3)ccc12
2	O=C(/C=C/c1ccco1)NC(=S)Nc1ccccn1
-1	CC(=O)c1ccc(NC(=O)Nc2cccc(Cl)c2)cc1
3	Cc1c(CCOC(=O)C23CC4CC(CC(C4)C2)C3)sc[n+]1CC#N
-2	CN(C)CCNC(=S)Nc1ccc(F)c(F)c1F
-4	O=c1cc(Nc2ccc3c(c2)OCCO3)[nH]c(=O)n1-c1ccc(Br)cc1
-1	COc1ccc(-c2cn(CCC(=O)NCc3ccc(C)cc3)c(-c3ccncc3)n2)cc1
1	Cc1ccc(/C=N/NC(=O)c2ccc(Br)o2)s1
0	Cc1ccc(C)c(OCCCC(=O)Nc2nccs2)c1
5	Cc1c(C(=O)Nc2ccccn2)oc2ccc(Br)cc12
7	COC(=O)c1sccc1NC(=O)c1c(C)noc1C
0	CCCCCNCc1cccn1C
-3	CCc1c(C)sc(NC(=S)NC(C)C2CCCO2)c1C(=O)OC (stereo not drawn)
-4	COc1ccc(N=Cc2c(O)n(-c3cccc(C)n3)c(=O)c3ccccc23)cc1
-1	Cc1ccc2c(n1)sc1c(-c3ccc(Br)cc3)c(C#N)c(N)nc12
0	Cc1nnc(SCC(=O)Nc2ccc3c(c2)OCCO3)s1
-1	Cc1ccc(OCc2cc(C(=O)N(C)Cc3nccn3C)no2)cc1C
1	Cc1ccc2cc(CCNC(=O)c3ccco3)c(=O)[nH]c2c1

An excerpt, so the mix of outcomes need not match the whole.
